S1P4 antagonist: antagonists of human S1P4 receptor | inhibition, % at 4.98 µM | actives 0.26% (n = 220,000) | S1P4-expressing cells, antagonist mode, reporter read-out | O95977; in the data active = inhibition above about 29%;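 note: 0% = wells stimulated with agonist and 100% = vehicle wells without agonist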
Target sequence (O95977 whole entry, looked up): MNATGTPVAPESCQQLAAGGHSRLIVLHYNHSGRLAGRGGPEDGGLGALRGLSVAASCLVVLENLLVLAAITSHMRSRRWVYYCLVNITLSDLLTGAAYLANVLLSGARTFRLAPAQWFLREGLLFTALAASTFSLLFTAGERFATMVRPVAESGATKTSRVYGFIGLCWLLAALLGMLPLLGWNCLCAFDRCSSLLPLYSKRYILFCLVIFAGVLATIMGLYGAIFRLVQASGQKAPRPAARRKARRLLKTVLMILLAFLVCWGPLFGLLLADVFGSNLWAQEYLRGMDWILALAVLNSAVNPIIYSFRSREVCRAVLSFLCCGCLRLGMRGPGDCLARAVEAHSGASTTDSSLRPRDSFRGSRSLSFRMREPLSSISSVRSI
NPY-Y1 PAM-ag: potentiators or agonists of human neuropeptide Y receptor Y1. AID 1304. NPY-Y1 expressing cells, potentiator/agonist activation. actives 0.37% (n = 220,000). P25929. activation, % at 3.6 µM; in the data active = activation above about 33%, passing the limit was not always enough;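 note: cells stimulated with NPY at EC10 then isoproterenol at EC100; 0% = low agonist plus stimulus and 100% = saturating agonist plus stimulus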
Target sequence (P25929 whole entry, looked up): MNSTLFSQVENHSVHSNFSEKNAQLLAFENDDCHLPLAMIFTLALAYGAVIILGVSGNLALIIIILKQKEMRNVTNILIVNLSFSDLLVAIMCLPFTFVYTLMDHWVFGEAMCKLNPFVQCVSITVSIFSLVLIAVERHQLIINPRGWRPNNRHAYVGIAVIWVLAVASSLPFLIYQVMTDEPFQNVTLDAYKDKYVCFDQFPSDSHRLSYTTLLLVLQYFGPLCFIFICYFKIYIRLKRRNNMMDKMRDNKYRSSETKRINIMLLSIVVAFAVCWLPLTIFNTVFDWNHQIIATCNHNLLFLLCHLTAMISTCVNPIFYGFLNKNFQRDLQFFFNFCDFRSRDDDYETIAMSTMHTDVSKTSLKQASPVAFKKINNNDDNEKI
NPY2 pot ag: human NPY-Y2 potentiation or agonism, primary screen; P49146; cells expressing NPY-Y2, potentiator/agonist read-out; AID 1359; actives 0.45% (n = 220,000); activation, % at 3.6 µM; in the data active = activation above about 27%;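 note: cells stimulated with NPY near EC25 plus isoproterenol at EC100; 0% = vehicle plus submaximal agonist and 100% = vehicle plus saturating agonist; some results beyond the cut were filed as inactive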
NPY-Y1 antag: antagonists of human neuropeptide Y receptor Y1. HEK293-CNG Y1 cells, membrane potential fluorescence; NPY at EC95, then isoproterenol. inhibition, % at 3.6 µM. actives 1% (n = 200,000). AID 1040;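 active = inhibition above the campaign mean inhibition of all tested compounds plus 3 SD, cut at about 20% in these data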;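 note: 0% = DMSO wells given NPY plus isoproterenol and 100% = isoproterenol alone without NPY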
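Assay system: HEK293 Y1/CNG channel cell line; Doses: single compound dose of 3.6 µM, 0.4% DMSO; Timing: dye 3 h, compound 60 min room temperature, stimulation 45 min; Technique: Membrane-potential fluorescent dye readout; Measure: % inhibition of NPY effect.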
CHOP inh: inhibitors of CHOP induction in ER stress response; CHO-K1 CHOP-promoter luciferase, tunicamycin-induced, 15-18 h; inhibition, % at 10 µM; actives 3.8% (n = 220,000);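 active = compounds that reduced the stress-induced luciferase reporter signal by more than about 70% of percent inhibition, limit read from the data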;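 note: 0% = tunicamycin plus vehicle and 100% = wells without tunicamycin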
zfTRPN1 agonist: agonists of zebrafish TRPN1 channel | actives 0.18% (n = 220,000) | HEK293 zebrafish TRPN1-YFP, Fluo-8 calcium fluorescence; 100% = response to 87 µM carbachol | activation, % at 3 µM;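 active = activation above its plate's cutoff, the mean activation of test wells on that plate plus 3 SD, cut at about 19% in these data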;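 note: 0% = DMSO alone and 100% = 87 µM carbachol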
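Material – zebrafish TRPN1-YFP in HEK293 cells · Doses – 3 µM single point · Schedule – dye 1 h 37 °C plus 30 min RT · Signal – Fluo-8 calcium fluorescence, excitation 470-495 nm, emission 515-575 nm · Read-out – % activation versus carbachol response · Control set – carbachol high, DMSO low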
S1P4 ag: human S1P4 receptor agonism. AID 1509. S1P4-expressing cell line, agonist reporter assay. O95977. activation, % at 4.98 µM. actives 0.35% (n = 220,000); in the data active = activation above about 11%;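 note: 0% = DMSO vehicle and 100% = reference agonist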
TRPML3 agonist: human mucolipin-3 channel agonism. Q8TDD5. actives 0.29% (n = 220,000). HEK293 TRPML3-YFP, Fluo-8 calcium fluorescence; 100% = the carbachol control signal. activation, % at 3 µM;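 active = activation above its plate's cutoff, the mean activation of the plate's test wells plus 3 SD, cut at about 12% in these data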;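 note: 0% = DMSO only wells and 100% = carbachol wells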
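Test system: HEK293 cells stably carrying human TRPML3-YFP; Doses: single dose, 3 µM final nominal compound, 0.3% DMSO final; Schedule: dye loading 1 h 37 °C then 30 min ambient, 125 s read; Technique: Fluo-8 calcium fluorescence; Benchmarks: high control carbachol 87 µM, low control DMSO.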
EP2 modulator: modulates human prostaglandin E2 receptor EP2 signaling; EP2-expressing cells, cAMP HTRF FRET, PGE2 co-stimulation; induction, % at 25 µM; actives 0.83% (n = 260,000);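 active = compounds whose cAMP rise, as percent of the full-agonist control response, exceeds 60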;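 note: rat C6 glioma line stably carrying human EP2 under a CMV promoter; the protocol text gives 20 µM as final concentration; 100% = response of wells given 1 µM PGE2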
Active calls of the source: *; . = not tested or not shown; & = joins results of further samples; ! = not confirmed by another sample.

canonical_smiles	S1P4 antagonist	NPY-Y1 PAM-ag	NPY2 pot ag	NPY-Y1 antag	CHOP inh	zfTRPN1 agonist	S1P4 ag	TRPML3 agonist	EP2 modulator
CSc1nc2ccc(S(N)(=O)=O)cc2s1	7.0	-12.8	0.6	-2.1	30.8	-0.8	-0.5	-0.5	13.0
CCOc1ncccc1C(=O)Nc1ccc2c(c1)OCO2	8.4	3.3	-11.4	4.1	1.8	-1.1	-0.8	0.1	5.5
CCOC(=O)c1c(C)[nH]c(C)c1C(=O)CSc1nc2ccccc2n1CCOC	-10.8	-10.4	4.1	12.9	10.1	0.9	-0.7	-0.3	-3.0
CC1Cc2ccccc2N1c1ncnc2nc[nH]c12 (configuration not stated)	-8.5	1.2	-3.3	6.6	40.7	-1.1	0.2	-0.2	-6.9
O=C(CN1CCN(Cc2ccccc2)CC1)c1ccc(Br)cc1	-21.5	1.6	8.6	-5.7	0.2	-0.3	-1.0	0.4	8.3
O=C(/C=C/c1cccs1)Nc1ccc(N2CCOCC2)c(S(=O)(=O)Nc2cc(Cl)ccc2Cl)c1	8.4	-1.3	2.1	-3.5	37.3	1.1	5.8	-0.4	33.5
O=C(CSc1ccc(-c2cccnc2)nn1)c1ccc([N+](=O)[O-])cc1	0.0	-3.7	5.0	3.6	2.6	-0.2	0.8	0.0	-47.6
CCn1c(SCc2nc3sc(C(=O)O)c(C)c3c(=O)[nH]2)nc2ccccc21	-14.6	-1.6	-7.3	4.8	-10.7	1.4	-3.2	1.9	3.7
COC(=O)/C=C1\N/C(=N\c2nc(C)cc(C)n2)N(c2ccccc2)C1=O	2.5	-7.5	8.7	.	-8.3	1.3	1.0	0.1	-25.6
O=C(C1CCN(c2nnc(-n3cccc3)s2)CC1)N1CCOCC1	-5.2	3.5	6.5	5.2	16.8	0.9	-1.0	1.0	26.8
COc1ccc(NC(=O)C2CCN(C(=O)c3ccc(OC)cc3)CC2)cc1	2.3	9.0	-1.4	0.5	19.9	-0.4	2.8	0.8	6.7
NNC(=O)c1cccc(COc2ccc(Br)cc2)c1	-6.3	-39.4	-6.5	8.1	9.9	-0.1	4.3	0.7	-3.5
CC(C)CC(NC(=O)OC(C)(C)C)C(=O)NC(C(=O)NC(C)C(N)=O)C(C)C (configuration not stated)	-11.7	-3.2	15.7	12.0	6.4	-1.2	3.2	0.0	20.4
CCN(CC(=O)Nc1cccc(OC)c1)C(=O)c1ccc(C)s1	-24.9	-24.5	-20.0	-1.1	35.2	-1.6	-0.2	-0.2	28.1
Cc1ccc(/C=N/NC(=O)C(C)Oc2ccccc2[N+](=O)[O-])s1 (configuration not stated)	-7.8	1.7	-2.3	-0.5	-40.5	-0.5	0.2	-0.5	-41.1
O=C(Cc1ccsc1-c1ccccc1)NO	9.4	-13.0	-7.5	-5.1	25.2	-2.8	-1.9	-0.2	-2.0

Sorted by the number under NPY2 pot ag (smallest number first): 3 of the compounds above.
mol | NPY2 pot ag
Cc1ccc(/C=N/NC(=O)C(C)Oc2ccccc2[N+](=O)[O-])s1 (configuration not stated) | -2.3
O=C(/C=C/c1cccs1)Nc1ccc(N2CCOCC2)c(S(=O)(=O)Nc2cc(Cl)ccc2Cl)c1 | 2.1
O=C(CN1CCN(Cc2ccccc2)CC1)c1ccc(Br)cc1 | 8.6

The list goes on:
canonical_smiles	S1P4 antagonist	NPY-Y1 PAM-ag	NPY2 pot ag	NPY-Y1 antag	CHOP inh	zfTRPN1 agonist	S1P4 ag	TRPML3 agonist	EP2 modulator
COCCN(Cc1cc2ccc(C)cc2n2nnnc12)Cc1nnnn1C(C)(C)C	-8.1	-28.2	-14.8	-7.6	-10.0	-0.1	1.4	0.3	19.4
O=C(Nc1nc(-c2ccc(F)cc2)cs1)c1ccc(N2C(=O)CCC2=O)cc1	4.1	20.5	26.1	-2.0	25.3	7.5	-1.0	4.1	-18.4
C/C(=N/NC(=O)c1ccccn1)c1c[nH]c2ccccc12	7.2	-8.7	-3.8	.	22.5	2.5	0.1	-0.2	-8.2
CN(C(=S)Oc1ccc(C(=O)Nc2ccccc2)cc1)c1ccccc1	-7.9	13.7	-5.1	6.0	63.0	-0.8	-0.1	0.3	-36.9
CC(=O)c1ccc(Sc2ccc(C(C)=O)cc2)cc1	9.5	17.0	-0.9	-6.2	35.0	-0.3	0.3	0.6	-84.0
COc1cc(C2C(C#N)=C(N)N(Nc3ccccc3)C3=C2C(=O)CC(C)(C)C3)ccc1OCc1ccccc1 (configuration not stated)	-9.2	7.2	-1.2	-9.2	10.8	1.0	-0.5	-0.1	38.6
CCc1ccc2[nH]c(=O)c(CN(Cc3ccccc3OC)C(=O)Nc3ccccc3OC)cc2c1	-25.1	5.2	19.1	6.4	71.1*	0.0	1.0	0.4	44.5&37.1
CCOc1[nH]n(-c2ccc(Cl)cc2)c(=O)c1C=Nc1ccc(OC)cc1	4.1	-17.4	-7.5	5.9	27.1	-0.2	-0.2	0.5	59.9
Cc1ccc(OCC(=O)NNC(=O)C2CCN(c3ncccn3)CC2)cc1	-0.2	-27.0	4.5	-1.0	-5.9	-1.4	0.0	0.0	64.9*!
O=C(O)CCCC(=O)Nc1nncs1	-10.8	12.9	-1.8	-2.6	-7.7	0.4	-0.8	0.6	29.8
COc1ccccc1Nc1nc2c(s1)CCC2	-3.2	15.0	16.1	0.5	1.6	-1.2	-1.4	-0.2	1.7
CCOc1ccc2nc(SCc3ccc(OC)cc3)sc2c1	-9.0	-5.8	-6.5	7.4	-1.3	0.6	0.4	0.1	-50.3
COC(=O)C(=C/C(C)=C/c1cccnc1)C(=O)OC	7.3	-1.8	-2.7	1.1	-80.9	0.1	0.9	-0.2	-54.2&-18.7
Cc1ccc(Cl)cc1NC(=O)c1ocnc1C	-32.5	-2.9	4.8	-5.5	46.5	-0.4	0.5	-0.7	3.9
Cn1c(C(O)c2ccccc2)nc(Cl)c1Cl (configuration not stated)	-6.7	11.7	3.2	4.1	16.5	0.9	0.6	0.3	19.8
Cc1ccccc1OCc1nnc(SC(C)C(=O)O)n1Cc1ccccc1 (configuration not stated)	-9.7	-0.7	-14.1	6.2	-1.6	0.6	-0.6	0.4	26.4
O=C(COc1ccccc1[N+](=O)[O-])N(Cc1ccccc1)c1ccccn1	-3.0	-15.8	-6.3	-4.5	6.0	0.0	0.6	0.4	-14.7
COc1ccc(Br)cc1CNC(=O)C1CCN(S(=O)(=O)N2CCCC2)CC1	-23.2	4.2	7.8	-4.4	7.5	0.2	1.5	-0.1	25.4
Cc1nnc(SCC(=O)c2ccc(Cl)cc2)s1	-5.5	22.8	0.2	-0.2	-21.1	0.7	2.8	0.2	-3.5
OCCN1CCN(c2cc(-c3ccccc3)c3ccccc3n2)CC1	-20.9	-31.0	-10.7	2.8	18.1	-1.6	0.9	0.4	14.2
CCCn1c(=N)n(CC(=O)c2cccs2)c2ccccc21	-16.6	-0.6	0.5	3.5	5.9	0.4	-1.6	0.7	-13.9
CN(C)C(CNC(=O)c1ccc2c(c1)S(=O)(=O)c1ccccc1C2=O)c1ccco1 (configuration not stated)	-15.1	5.2	2.7	10.4	-3.2	1.5	-1.0	-0.1	-17.9
CN(C)c1nc(Nc2ccccc2)nc(N(C)C)n1	-18.4	0.5	-2.0	5.2	-24.2	-2.8	2.3	-0.9	-0.9&0.4
Cc1ccc(S(=O)(=O)N2CCOCC2)cc1C(=O)c1nccn1C	-9.5	-10.1	-8.0	-1.3	3.8	0.1	2.2	0.8	16.5
CCCCNC(=S)Nc1ccc(Cl)cc1	2.4	-19.3	4.6	-4.5	-25.7	6.2	0.8	2.2	-37.6
COc1ccc(-c2cc(C(F)F)n3ncc(C(=O)NCCCN4CCCC4=O)c3n2)cc1	-1.6	15.1	13.9	1.5	36.5	-0.4	0.3	0.1	6.4
CCOC(=O)NCCc1ccc(OC)cc1	-3.8	17.9	-2.8	-0.6	-0.8	0.4	0.0	0.6	8.3
COc1ccc(-c2csc(NC(=O)c3ccc(S(=O)(=O)N4CCc5ccccc5C4)cc3)n2)c(OC)c1	-20.6	0.8	5.7	-6.4	25.6	0.9	0.7	0.1	7.6
CCOC(=O)c1ccc(NC(=O)CNC(=O)c2ccccc2)cc1	8.0	-5.3	-0.6	-2.5	34.6	2.1	-2.8	0.7	-2.2
CC(C(=O)N1CCCc2ccccc21)N1C(=O)c2ccccc2C1=O (configuration not stated)	-11.0	-5.7	3.7	-2.3	20.9	0.6	1.9	0.8	5.7
Fc1ccc(Oc2cnc3ccccc3n2)cc1	-10.0	7.9	0.9	0.5	32.4	-0.2	0.3	-0.4	14.1
CC1CCCC(NC(=O)COC(=O)/C=C/c2ccc(S(=O)(=O)N3CCOCC3)cc2)C1C (configuration not stated)	-0.2	2.5	-12.1	.	7.2	1.1	0.7	0.7	-13.6
Cc1ccc(N=C2CCCN2Cc2ccccc2)c(C#N)c1	-5.4	8.7	4.7	9.5	-5.3	-1.6	2.1	-1.2	44.8
COc1cc(SC)ccc1C(=O)OC1CCOC1=O (configuration not stated)	2.4	5.1	2.5	12.2	10.4	-0.3	0.3	0.7	-5.5
Nc1cc(N)nc(SCC(=O)N2CCCCC2)n1	-18.4	7.2	4.2	3.3	11.4	0.1	1.4	0.3	9.1
O=C(O)CSc1nnc(C2CC2)n1-c1ccccc1	-2.2	-6.5	10.7	-1.4	-18.5	0.6	0.4	-0.3	4.4
CCn1c(C)nc2cc(C(=O)N3N=C(CCOC)CC3(O)C(F)(F)F)ccc21 (configuration not stated)	-6.2	-8.8	0.1	.	-7.5	1.8	0.4	0.2	10.2

Screens deposited in PubChem BioAssay by several laboratories.
